# Compound activity deposited in PubChem BioAssay by several laboratories.
# EphB4 antag: antagonists of human EphB4-ephrin-B2 interaction | P54760 | EphB4 LBD / TNYL-RAW-Alexa532 peptide, fluorescence polarization | inhibition, % at 7 µM | 97,000 compounds, 0.15% hits | AID 720;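 active means inhibition above the screen-wide mean inhibition plus 3 SD, cut at about 15% in these data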;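 further: 0% = DMSO wells and 100% = excess unlabeled TNYL-RAW peptide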
# Pyk2 oligo antag: antagonists of human Pyk2 oligomerization. Q14289. Q293 cells, Pyk2 FERM NanoBiT luminescence; stronger effect = lower value. z-score (the deposit names both 25 µM and 10 µM). 99,000 compounds, 0.83% hits. AID 1347419;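 active means Z-score of -3 or lower, scaled per plate to the spread of control and sample wells; inactive means z-score above -3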;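 further: negative z-score means lost luminescence so less FERM oligomerization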
# Target sequence (Q14289 whole entry, looked up): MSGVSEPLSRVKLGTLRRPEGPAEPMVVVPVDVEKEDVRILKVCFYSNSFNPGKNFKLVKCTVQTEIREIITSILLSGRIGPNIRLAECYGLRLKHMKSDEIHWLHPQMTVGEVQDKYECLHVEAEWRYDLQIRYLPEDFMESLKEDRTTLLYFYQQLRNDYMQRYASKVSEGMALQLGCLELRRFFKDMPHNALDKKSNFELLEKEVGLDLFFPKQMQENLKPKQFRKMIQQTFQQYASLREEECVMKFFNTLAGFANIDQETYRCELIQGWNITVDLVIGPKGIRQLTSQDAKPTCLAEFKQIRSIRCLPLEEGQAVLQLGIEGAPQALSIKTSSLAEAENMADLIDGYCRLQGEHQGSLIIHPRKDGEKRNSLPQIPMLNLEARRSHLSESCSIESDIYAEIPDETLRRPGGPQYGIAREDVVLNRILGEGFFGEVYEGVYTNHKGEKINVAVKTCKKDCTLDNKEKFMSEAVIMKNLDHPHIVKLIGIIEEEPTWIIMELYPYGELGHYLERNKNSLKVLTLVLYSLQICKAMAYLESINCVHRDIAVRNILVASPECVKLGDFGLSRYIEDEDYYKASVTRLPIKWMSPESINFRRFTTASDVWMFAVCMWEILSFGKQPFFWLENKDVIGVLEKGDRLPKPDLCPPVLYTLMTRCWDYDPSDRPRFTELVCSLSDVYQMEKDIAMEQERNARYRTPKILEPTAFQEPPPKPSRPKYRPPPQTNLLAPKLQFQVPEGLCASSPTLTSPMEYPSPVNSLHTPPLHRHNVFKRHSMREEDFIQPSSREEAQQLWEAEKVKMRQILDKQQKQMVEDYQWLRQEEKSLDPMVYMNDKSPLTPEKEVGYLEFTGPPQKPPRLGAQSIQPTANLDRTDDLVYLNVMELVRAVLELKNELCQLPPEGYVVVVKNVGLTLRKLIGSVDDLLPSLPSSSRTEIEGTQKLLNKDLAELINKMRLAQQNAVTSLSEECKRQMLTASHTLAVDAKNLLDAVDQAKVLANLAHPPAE
# Numbers without * were called inactive.
# The first two records, to show the layout:
SMILES,EphB4 antag,Pyk2 oligo antag
Nc1ccc2oc(-c3ccc4nc[nH]c4c3)nc2c1,4,-0.83
CCOc1ccc(NC(=O)CSc2nc(C)cc(C)n2)cc1,-3,0.15

# Main list, repeating the preview:
SMILES,EphB4 antag,Pyk2 oligo antag
Nc1ccc2oc(-c3ccc4nc[nH]c4c3)nc2c1,4,-0.83
CCOc1ccc(NC(=O)CSc2nc(C)cc(C)n2)cc1,-3,0.15
C/C(=C\C(=O)c1ccc(Br)cc1)Nc1cccc(Cl)c1,-2,0.09
COC(=O)C12CC3CC(C1)CC(n1cnc(Cl)n1)(C3)C2,6,-0.21
Cn1cc(Cl)c(C(=O)N/N=C/c2ccc(OS(=O)(=O)c3ccccc3)cc2)n1,5,-1.4
CCOc1ccc(C(=O)N2CCSC2=S)cc1,2,-0.19
CC(C)(C)c1ccc(S(=O)(=O)N2CCC(c3nc4ccc(Cl)cc4[nH]3)CC2)cc1,-4,-1.8
CCOc1ccc(C(=O)N2CCCC2)cc1,5,0.43
Cc1ccc2nc(-c3sc4nc(C)ccc4c3N)[nH]c2c1,-5,-0.1
FC(F)(F)c1cc(-c2ccccc2)nc2ncnn12,-3,0.82
Cc1cc(C)c(NC(=O)CN2CCOCCOCCOCCOCC2)c(C)c1,12,1.1
CN(Cc1ccccc1)C(=O)CN1C(=O)C2C3C=CC(C3)C2C1=O (stereo unspecified),2,0.18
CCOC(=O)CN1C(=O)S/C(=C/c2cc(C)n(C)c2C)C1=O,5,0
Cc1cc2c(cc1C)NC(c1cccnc1)C1=C(CC(C)(C)CC1=O)N2 (stereo unspecified),4,-0.98
CCCCCC(=O)NC(NC(=S)NC1CCS(=O)(=O)C1)C(Cl)(Cl)Cl (stereo unspecified),-2,-0.33
O=C(CCn1c(=O)sc2ccccc21)Nc1ccon1,-1,1.4
CCOC(=O)C1CSC(CC(=O)Nc2ccc(OCC)cc2)C(=O)N1 (stereo unspecified),2,0.35
CC1(C)Cc2nc3sc(C(=O)NCCO)c(N)c3cc2CO1,-4,0.97
Cc1nnc(SC2CC(=O)N(c3ccccc3)C2=O)s1 (stereo unspecified),4,0.49
C/C(=C\C(=O)c1ccccc1)Nc1ccc(Cl)c(Br)c1,5,1.1
O=c1c2c(-c3cccs3)csc2ncn1-c1ccccc1,1,0.3
CC(Oc1ccccc1F)C(=O)Nc1ccc2ccccc2c1 (stereo unspecified),-2,0.58
O=C(c1cccc(Br)c1)N1CCN(C(=O)N2CCOCC2)CC1,7,-0.74
Cc1cc(C)c2c(N)c(C(=O)NCc3ccco3)sc2n1,5,0.19
Cc1ccc(C)c(OCC(=O)NCCNC(=O)COc2cc(C)ccc2C)c1,-4,1.6
O=C/C(=C\Nc1ccccn1)c1nc2cc(Cl)ccc2o1,0,-1.2
CNC(=O)C1CC(=O)N(CCc2ccc(OC)cc2)C(=Nc2ccc(OC)cc2)S1 (stereo unspecified),5,-1.4
FC(F)Oc1ccccc1NC(=S)NCc1ccco1,1,-0.15
O=C(COC(=O)c1ccc(F)cc1)Nc1ccccc1N1CCOCC1,-7,2
O=C(C1CCCCC1)N1CCC(c2nc3c(nnn3Cc3c(F)cccc3Cl)c(=O)[nH]2)CC1,-3,0.68
O=S(=O)(Nc1ccc2c(c1)nc1n2CCN(Cc2ccccc2)C1)c1ccccc1,5,1
CCCCn1c(SCC(=O)N2CCOCC2)nnc1-c1ccoc1C,2,0.77
CCOC(=O)C(=O)Nc1nnc(CCc2ccccc2)s1,0,0.82
Cn1c(CNc2ccc(Cl)cc2)nnc1SCCN1CCCCC1,11,-0.47
O=C(CCSc1nc(-c2ccc3c(c2)OCO3)cc(C(F)(F)F)n1)NCc1ccccc1,5,-0.32
CCOC(=O)Cc1csc(NC(=O)CSc2nnnn2-c2ccc(C)cc2C)n1,5,-1
CCOc1ccc(NCC(=O)Nc2ccc(Cl)cc2C)cc1,2,-0.49
CC(C)(C)NC(=O)CN(C(=O)Cn1nnc(-c2ccc(Cl)cc2)n1)C1CCN(Cc2ccccc2)CC1,-1,1
CCc1nnc(NC(=O)C2CCCN2S(=O)(=O)c2ccccc2)s1 (stereo unspecified),-4,-0.21
S=C1COC(c2ccccc2)N1c1ccccc1 (stereo unspecified),0,0.44
Cc1cnc2cc(Cl)c(Cl)cc2n1,2,0.25
O=C(COc1ccccc1)Nc1nccs1,0,0.05
Cc1cc(N2CCN(C(=O)c3ccco3)CC2)n2ncnc2n1,4,1.3
O=C(CCc1ccccc1)n1nc(-c2ccccc2)nc1NCc1ccco1,-7,0.14
Cc1sc2nc(CN3CCOCC3)nc(N3CCC(C(N)=O)CC3)c2c1C,4,-0.17
CCOC(=O)c1c(N)sc(C(=O)N2CCCCC2)c1C,6,-0.17
CCn1c(CNC(=O)c2ccccc2)nnc1SCC(=O)N1CCN(c2ccccc2)CC1,-1,-0.27
CCCN(CCC)C(=O)c1ccc2c(c1)OCO2,1,-0.03
O=C(Oc1ccccc1)c1ccc2nsnc2c1,2,1.3
Cc1nc(N(C)C)ncc1C(=O)O,-3,0.39
O=S(=O)(Nc1nc2c(s1)CCCC2)c1ccc(Br)cc1,2,-0.44
COc1ccc(C(=O)Nc2cccnc2)cc1OC,5,0.28
COc1cc(NC(=O)c2ccc(F)cc2)c(OC)cc1Cl,-4,-0.46
O=C(NCSc1ccnc(SCNC(=O)c2ccccc2)n1)c1ccccc1,-4,1.4
Cc1nnsc1C(=O)Nc1cccc(Cl)c1Cl,-1,0.09
O=C(NCC(c1cccnc1)N1CCN(c2ccccc2)CC1)c1ccco1 (stereo unspecified),4,0.67
O=C(NCc1ccccc1)c1ccco1,-2,-0.61
CCn1nnnc1SCC(=O)N1CCc2ccccc21,3,1.1
O=C(CCN1C(=O)c2ccccc2C1=O)N1CCN(Cc2ccccc2)CC1,0,0.34
Cc1cccc(Nc2nc(N3CCCCC3)nc(N3CCCCC3)n2)c1,-5,-0.62

# Full records, looked up by structure. Order of values: EphB4 antag, Pyk2 oligo antag
# O=C(Oc1ccccc1)c1ccc2nsnc2c1 in the list: 2, 1.3
# CCOC(=O)c1c(N)sc(C(=O)N2CCCCC2)c1C in the list: 6, -0.17
# Cc1nnsc1C(=O)Nc1cccc(Cl)c1Cl in the list: -1, 0.09
# Cc1cccc(Nc2nc(N3CCCCC3)nc(N3CCCCC3)n2)c1 in the list: -5, -0.62

# The list goes on.
SMILES,EphB4 antag,Pyk2 oligo antag
COc1ccc(NC(=O)c2ccc(Cc3ccc(C)cc3)o2)cc1,1,-0.2
Cc1cc(NC(=O)CSc2ncccn2)no1,-5,-0.12
COCCNC(=O)C(c1ccc(C)o1)N(Cc1ccco1)C(=O)c1snc(C(N)=O)c1N (stereo unspecified),-1,-0.4
CCCCCC(=O)Nc1nc2ccccc2[nH]1,-5,-0.63
CCN(C(=O)c1cc(Cl)ccc1OC)c1ccccc1C,-2,-0.22
S=c1[nH]nc(COc2ccc3ccccc3c2)o1,1,-0.18
CCC(=O)NC(Nc1cc(C)cc(C)n1)(C(F)(F)F)C(F)(F)F,12,-0.11
CCC(C)(C)n1nnnc1CN1CCN(C(c2ccccc2)c2ccccc2)CC1,3,-1.4
Oc1ccc(N2CCN(C(c3ccccn3)c3nnnn3C3CCCC3)CC2)cc1 (stereo unspecified),-7,-0.39
O=c1[nH]c(CS(=O)(=O)c2ccccc2)nc2ccccc12,10,0.68
COC(=O)CCCNS(=O)(=O)c1ccc2ccccc2c1,-3,-0.09
CC(C)OC(=O)c1cc2ccccc2[nH]1,-5,1
O=C(CSc1nc2c(c(C(F)(F)F)n1)CCc1ccccc1-2)NCc1ccc(F)cc1,-3,0.96
COC(=O)c1ccc(NC(=O)C23CC4CC(C2)CC(n2cncn2)(C4)C3)cc1,0,0.58
Cc1cc2c(cc1C)NC(=O)CC(C(F)(F)C(F)(F)C(F)(F)F)=N2,2,0.03

# 3 entries from above, ordered by length of the SMILES, highest first:
SMILES,EphB4 antag,Pyk2 oligo antag
O=C(CSc1nc2c(c(C(F)(F)F)n1)CCc1ccccc1-2)NCc1ccc(F)cc1,-3,0.96
CCC(=O)NC(Nc1cc(C)cc(C)n1)(C(F)(F)F)C(F)(F)F,12,-0.11
O=c1[nH]c(CS(=O)(=O)c2ccccc2)nc2ccccc12,10,0.68

# Following part.
SMILES,EphB4 antag,Pyk2 oligo antag
CCOC(=O)c1ccc(N=C2C(=S)N(c3ccc(C(=O)OCC)cc3)C(=N)N2/N=C/c2ccccc2)cc1,-6,-0.45
CCCc1cc(O)c2c(C)cc(=O)oc2c1,3,-1.9
CC(C)NC(=O)c1c2c(nc3ccccc13)CCCC2,12,0.62
CC(C)C(=O)Nc1cccc(-c2nc3ccccc3c(=O)o2)c1,4,-0.36
O=C(NC1CCCCC1)c1ccccc1NC(=O)C1CC(=O)N(c2ccccc2)C1 (stereo unspecified),4,1.1
CC(C)NC(=O)c1cc2c(s1)CCCC2,1,0.4
Cc1ccccc1N(CC(=O)O)S(C)(=O)=O,0,-0.71
Cc1sc2nc(SCc3nc(-c4ccccc4)no3)n(-c3ccccc3)c(=O)c2c1C,4,0.13
O=C(CSc1ncnc2scc(-c3ccc(Cl)cc3)c12)NCc1ccc2c(c1)OCO2,-2,0.09
O=C(CN1CC(=O)Oc2ccccc21)OCC(=O)c1ccc(Br)cc1,-2,0.83
CC(=O)c1sc(NC(=O)C(C)(C)C)nc1C,2,0.13
CS(=O)(=O)N(CC(=O)NCc1ccccc1Cl)Cc1ccccc1,1,-0.24
CN1CCN(C(=O)c2ccc3c(c2)OCCO3)CC1,-4,0.08
CCCc1nc(NCc2ccc3c(c2)OCO3)c2nnn(Cc3ccccc3Cl)c2n1,-6,-0.29
Cc1ccc(NC(=S)NCCc2ccc(S(N)(=O)=O)cc2)c(C)c1,4,0.01
Cc1cc([N+](=O)[O-])ccc1NCc1cccc2ccccc12,-2,-0.64
O=C(NCC(=O)N(Cc1ccccc1)C(C(=O)NC1CCCC1)c1cccnc1)c1ccco1 (stereo unspecified),-7,-0.4
O=C(NCc1ccco1)c1cccn2c(=O)c3sccc3nc12,3,0.28
CCn1c(SCC(=O)N2CCC(C(N)=O)(N3CCCCC3)CC2)nc2ccccc2c1=O,-1,-0.41
Cc1cc(N2C(=O)CC(C(C)c3ccccc3)C2=O)no1 (stereo unspecified),-1,0.41
COc1ccc(C(=O)Nc2nc(-c3cccs3)c(NC(C)=O)s2)cc1,-1,0.11
CC(C)C(=O)Nc1cccc(S(=O)(=O)c2cccc(NC(=O)C(C)C)c2)c1,-4,0.88
CCOC(=O)N1CCN(C(=O)CSCC(=O)Nc2nc(-c3ccc(Cl)s3)cs2)CC1,5,-1.9
O=C(c1ccc(COc2ccc(F)cc2)o1)n1cc(Br)cn1,8,0.72
CC(=O)Nc1ccc(N2C(C(C)=O)=NN(c3ccc(Cl)cc3)C2c2sccc2C)cc1 (stereo unspecified),17*,-1.6
C=CCOn1c(C)c(C(C)=O)c2c3no[n+]([O-])c3ccc21,-8,-0.72
O=C(C1CC1)N1CCc2[nH]c3ccccc3c2C1,-2,-0.92
Cc1cc(N)n(-c2ncnc3scc(-c4ccc(Cl)cc4)c23)n1,-6,-0.63
COCCN(C(=O)c1ccco1)C(C(=O)NC1CCCC1)c1cccs1 (stereo unspecified),5,0.62
COCCNC(=O)Nc1ccc2nc(C)sc2c1,3,0.11

# Among those listed so far, these have a COOH group:
SMILES,EphB4 antag,Pyk2 oligo antag
Cc1nc(N(C)C)ncc1C(=O)O,-3,0.39
Cc1ccccc1N(CC(=O)O)S(C)(=O)=O,0,-0.71

# Later entries:
SMILES,EphB4 antag,Pyk2 oligo antag
O=C1c2ccccc2C(=O)c2c1ccc1c(=O)n(C3CCCCC3)[nH]c21,4,1.2
Cc1ccc(C(=O)CSc2nnc(-c3ccccc3)n2-c2ccccc2)o1,0,-0.9
Cc1ccc(-n2c(C)cc(/C=N/NC(=O)CC3(C)OCCO3)c2C)cc1,-1,0.33
CCCCCC1CC(CC(=O)Nc2nncs2)C(=O)O1 (stereo unspecified),2,1.1
Cc1ccc(-c2cc(C(=O)Nc3ccccc3C)c3ccccc3n2)o1,7,-0.63
CCNC(=S)NCc1ccc(Cl)cc1,8,-0.18
COc1ccc(/C=C/C(=O)Nc2c(C)nn(C)c2C)cc1COc1ccc(Br)cc1,5,-0.78
Cc1cc(C)cc(NC(=S)NCCN2CCOCC2)c1,2,0.71
COc1ccc(CCNC(=O)Cn2cnc3c(nnn3Cc3ccccc3F)c2=O)cc1OC,-4,0.83
Cc1ccc(S(=O)(=O)N2CCCC(C(=O)Nc3ccc(NC(=O)c4ccccn4)cc3)C2)cc1 (stereo unspecified),-3,-1.9
COc1ccc(C(c2c(C)[nH]n(C(N)=S)c2=O)C(C#N)C#N)cc1 (stereo unspecified),2,1.1
O=C(CN1CCCC1)N1c2ccccc2Sc2ccc(C(F)(F)F)cc21,0,-0.12

# These rows are one share of the data (hit frequency here may not be typical).
